Source: PubChem (several laboratories)
NPY Y2 blocker: antagonists of human neuropeptide Y receptor Y2; P49146; NPY-Y2 expressing cells, antagonist mode; AID 793; 140,000 compounds, 0.99% hits; inhibition, % at 2.7 µM; in the data active = inhibition above about 17%;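 note: 0% = vehicle with agonist challenge and 100% = reference antagonist with challenge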
Target sequence (P49146 whole entry, looked up): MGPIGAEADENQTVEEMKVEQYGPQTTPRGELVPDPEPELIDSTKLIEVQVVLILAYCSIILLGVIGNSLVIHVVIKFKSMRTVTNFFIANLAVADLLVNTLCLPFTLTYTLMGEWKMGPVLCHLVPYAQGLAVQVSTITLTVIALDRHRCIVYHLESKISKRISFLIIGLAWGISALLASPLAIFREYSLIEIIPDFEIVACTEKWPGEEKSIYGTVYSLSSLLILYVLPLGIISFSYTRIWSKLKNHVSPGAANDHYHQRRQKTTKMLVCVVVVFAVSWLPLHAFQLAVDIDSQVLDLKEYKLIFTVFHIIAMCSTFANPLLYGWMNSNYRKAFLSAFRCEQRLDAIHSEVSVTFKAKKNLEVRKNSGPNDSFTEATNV
PTEN del growth: PTEN-deleted cell growth suppression; HCT116 PTEN-null viability, CellTiter-Glo, 60 h; hits give low values; viability, % at 10 µM; 140,000 compounds, 1.2% hits;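 active = viability at or below a set limit, 4 SD under the median of all tested compounds, cut at about 3.7% in these data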;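 note: PTEN knockout HCT116 line with beta catenin targeted HCT116 as companion control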
MRP-1 activ: activates MRP-1; viability increase, % at 10 µM; 140,000 compounds, 0.61% hits; H69AR cells + doxorubicin, viability rescue, CellTiter-Glo; AID 799;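 active = viability gain under doxorubicin at or above a set limit, the compound median plus 3 SD, cut at about 4.7% in these data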;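 note: MRP-1 overexpressing cells given doxorubicin 25 µM after compound pretreatment; 18-22 h compound pretreatment then 72 h with doxorubicin before readout; 0% = doxorubicin-only wells and 100% = vehicle-treated cells without doxorubicin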
BB579 growth dn: chemicals that inhibit yeast BB579 growth in restrictive medium (lifespan-shortening candidates). S. cerevisiae BB579 growth, OD615, 48 h. AID 804. inhibition, % at 10 µM. 140,000 compounds, 0.51% hits;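 active = inhibition above a set limit, 3 SD over the mean compound inhibition, cut at about 44% in these data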; note: inactives centre near -24
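test system = yeast BB579 (DeaD) | buffer or medium = restrictive CSMM-D medium | doses = single compound dose of 10 µM, 0.25% DMSO final | times = 4 h preincubation and 48 h exposure at 30 °C | technique = culture absorbance at 615 nm | benchmarks = amphotericin B 10 µg/mL, positive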
bCat KO growth: beta-catenin-lacking colon tumor cell growth suppression | HCT116 beta-catenin knockout viability, CellTiter-Glo, 60 h; hits give low values | viability, % at 10 µM | 140,000 compounds, 1.5% hits;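 active = viability at or under a set limit, the compound median less 4 SD, cut at about 6% in these data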;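 note: 0% = Hyamine 1622 control at 20 µM and 100% = untreated cell control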
E-sel TNF inh: blocks E-selectin expression induced by TNF alpha; inhibition, % at 2 µM; 120,000 compounds, 0.71% hits; HUVEC TNFa-induced E-selectin immunofluorescence, high content;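 active = inhibition above the batch mean plus 3 SD, and confirmed as a hit on visual image review, cut at about 43% in these data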;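 note: 0% = TNF-stimulated DMSO wells and 100% = unstimulated control wells; not every result past the cut was called active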
GALR2 blocker: GALR2 (human) receptor antagonism; GALR2-expressing cells, antagonist mode; inhibition, % at 4 µM; 140,000 compounds, 0.39% hits; in the data active = inhibition above about 27%;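 note: cells stimulated with galanin 1-16 at roughly its EC80; 0% = agonist challenge control and 100% = basal control without agonist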
Target sequence (O43603 whole entry, looked up): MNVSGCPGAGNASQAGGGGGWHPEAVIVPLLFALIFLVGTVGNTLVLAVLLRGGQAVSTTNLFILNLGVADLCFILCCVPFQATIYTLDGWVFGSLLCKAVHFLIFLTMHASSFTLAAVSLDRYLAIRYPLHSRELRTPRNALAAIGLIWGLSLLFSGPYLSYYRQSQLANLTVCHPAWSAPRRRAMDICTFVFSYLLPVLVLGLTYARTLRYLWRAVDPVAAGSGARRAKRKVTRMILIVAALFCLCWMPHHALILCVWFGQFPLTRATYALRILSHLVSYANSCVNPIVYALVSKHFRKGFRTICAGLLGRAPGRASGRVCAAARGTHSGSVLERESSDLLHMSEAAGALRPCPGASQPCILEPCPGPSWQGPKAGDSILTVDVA
Measles CPE: protection of cells from measles virus; Measles virus-infected cells, CPE protection, absorbance; 140,000 compounds, 1.5% hits; protection (pct of control), % at 4 µM; AID 841; in the data active = protection mostly above about 24%, no sharp cut-off; inactive = mostly below about 26%; note: some compounds called inactive have numbers as strong as hits
Yeast life ext: yeast lifespan extension | S. cerevisiae growth with nicotinamide, OD615; deaD strain in restrictive glucose medium | inhibition of the nicotinamide effect, % at 10 µM | 130,000 compounds, 0.68% hits;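 active = inhibition above a set limit, placed 3 SD over the median of all compounds, cut at about 26% in these data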;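 note: 0% = nicotinamide-treated wells and 100% = cells grown without nicotinamide; some compounds called inactive have numbers as strong as hits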
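Test system: DeaD-strain S. cerevisiae / Buffer or medium: restrictive glucose medium / Also added: nicotinamide 1.5 mM / Doses: one concentration, 10 µM, DMSO 0.25% / Schedule: 48 h at 30 °C / Signal: OD615 measurement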
Phagocytosis inh: inhibitors of macrophage phagocytosis. J774A.1 macrophage IgG-bead phagocytosis, imaging. inhibition, % at 5 µM. 110,000 compounds, 0.07% hits;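 active = inhibition above the mean of the plate negative controls plus 5 SD, cut at about 13% in these data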;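 note: phagocytic index as fraction of beads internalized from green versus red external bead signal; plate controls were DMSO negative control for no effect and cytochalasin-D positive control for full effect; some results beyond the cut were filed as inactive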
Active calls of the source: *; . = no result given. Not a hit list; any-hit rate near 6.1%.

SMILES	NPY Y2 blocker	PTEN del growth	MRP-1 activ	BB579 growth dn	bCat KO growth	E-sel TNF inh	GALR2 blocker	Measles CPE	Yeast life ext	Phagocytosis inh
CCOC(=O)N1CCN(C(=O)C2CCCN(S(C)(=O)=O)C2)CC1 (stereo unspecified)	-1.3	98.2	-0.3	2.8	94.3	7.0	6.6	6.6	-7.6	-0.7
CCSc1nnc(NC(=O)/C=C/c2ccc3c(c2)OCO3)s1	2.5	96.0	-1.1	-33.0	96.2	-8.7	14.6	3.1	-2.6	-4.2
CC(C)CC(=O)c1c[nH]c(C(=O)NCC2CCCO2)c1 (stereo unspecified)	1.7	93.2	-2.6	-28.2	94.6	-43.5	11.6	11.1	-4.2	-1.3
Cc1nnc(NC(=O)CSCc2ccccc2)s1	3.9	114.8	-0.1	15.9	97.2	-0.1	1.4	7.1	0.8	2.7
CCN(CC)c1ccc2c(c1)CCCN2	0.1	7.8	-4.2	-27.8	13.3	-24.3	10.1	17.3	-0.1	.
CCc1nnc(NC(=O)CSc2nnc(-c3ccc(NS(=O)(=O)c4ccccc4)cc3)o2)s1	0.3	100.3	2.9	-11.6	80.1	.	1.6	7.8	4.6	-5.3
CCCCOc1ccc(C(=O)Nc2ccncc2)cc1	3.0	19.1	2.4	-53.1	9.7	22.5	23.9	8.1	-15.1	1.9
CC(=O)c1ccc(N2CCN(c3ncc(C(F)(F)F)cc3Cl)CC2)cc1	7.2	65.9	3.6	-18.2	62.7	-22.3	-8.8	7.2	-0.2	.
COc1ccc(S(=O)(=O)NCCCCNS(=O)(=O)c2ccc(OC)cc2)cc1	1.2	104.7	-4.1	-0.2	99.4	-21.6	-9.4	5.5	-4.9	3.4
CCc1nnc(NC(=O)[C@@H]2CCCN2S(=O)(=O)c2ccc3c(c2)OCCO3)s1	1.0	90.2	4.0	-25.3	112.8	-20.0	0.6	5.0	-20.0	-0.6
CCN(CC)CCCNc1nnc(C)c(=O)[nH]1	0.5	99.2	-2.9	9.9	90.5	-47.9	8.2	0.8	-8.2	0.2
O=c1c2ccc([N+](=O)[O-])c3cccc(c32)c2nc3ccccc3n12	2.8	5.0	-4.2	-2.7	11.8	-16.1	9.0	-1.5	-13.3	-0.2
Fc1ccc(NCc2nnc(SCc3nnc(-c4ccccc4)o3)n2CC2CCCO2)cc1 (stereo unspecified)	5.2	103.3	-1.1	-6.1	102.9	-9.7	-10.1	14.7	-10.8	-1.5
Cc1ccc(S(=O)(=O)NC(=O)Nc2ccc(Cl)cn2)cc1	-1.2	114.0	-0.1	-27.5	103.9	4.7	6.0	3.5	-6.9	1.3
Nc1nnnn1/N=C/c1ccccc1C(F)(F)F	2.7	95.0	-2.8	17.3	92.4	4.6	-0.4	-0.7	-12.1	-1.3
Cc1ccccc1N1CCN(C(=S)c2ccccc2)CC1	5.2	75.1	-1.5	-57.7	77.1	.	-10.5	1.9	4.5	9.9
Cc1ccc(S(=O)(=O)NC2CCCC2)cc1C	0.9	96.9	-0.6	-15.3	97.9	-6.5	-0.6	3.0	-11.3	1.3
CCOc1ccccc1NC(=O)COn1nnc2ccccc21	2.3	94.2	-2.3	-40.2	96.4	9.3	2.8	12.9	-32.8	-1.2
CC(NCc1ccc(N(C)C)cc1)C1CC2CCC1C2 (stereo unspecified)	2.4	.	1.5	-7.1	110.8	-5.7	-10.5	7.2	47.2*	-0.1
CN(CC(=O)N1CCN(c2ccccn2)CC1)S(=O)(=O)c1ccc(Br)cc1	7.0	86.8	-3.4	18.8	88.0	-9.4	-4.5	2.7	4.4	-1.6
CCCNC(=O)c1ccccc1C(=O)NCCC	-0.5	106.8	0.8	-31.7	84.6	-10.0	3.7	3.7	-17.3	-1.4
O=C(Nc1ccc2nsnc2c1)c1ccc2c(c1)OCO2	1.3	91.9	-0.2	-35.1	94.1	99.9*	-1.2	7.9	-15.5	1.8
Cc1ccccc1-c1nnn(CC(=O)N2CCN(S(=O)(=O)c3ccc(Cl)cc3)CC2)n1	-0.3	59.0	-0.6	-53.5	71.7	.	-1.4	4.6	-16.4	0.1
Cc1cc(C)c2c(n1)nn1c(NCCOCCO)cc(C)nc21	3.2	90.5	-2.5	-26.4	84.0	.	-2.0	11.5	-4.5	-0.6
O=C(c1sc2ccccc2c1Cl)N1CCN(c2ncccn2)CC1	4.5	92.3	-1.4	-25.7	90.4	.	6.0	16.4	3.5	-5.4
Cc1nnc2n1N=CC=C(C(C)(C)C)S2	-1.0	99.6	-0.6	-38.5	108.3	-9.3	6.0	17.3	7.5	-1.6
CCCCC(=O)NCCc1cc2ccc(OC)cc2[nH]c1=O	-1.5	98.3	-1.6	-36.5	86.8	-11.8	3.0	3.0	2.3	.
COc1cc(N2C(=O)c3ccccc3C2=O)c(Cl)cc1C(=O)OCC(=O)NCc1ccco1	1.4	100.2	-3.0	-44.4	103.6	.	1.5	7.5	-19.2	-0.4
Cc1ccc(S(=O)(=O)Nc2ccc(C(=O)OCC(=O)N(CCC#N)c3ccccc3)cc2)cc1C	-1.9	96.5	-0.9	-26.3	94.6	.	1.1	7.2	1.4	-9.6
O=c1c2oc3ccccc3c2ncn1Cc1ccccc1Cl	1.8	103.7	-1.6	-35.5	98.3	13.7	-13.5	9.5	-18.8	-2.7
CCNc1ccc(C(=O)OCC)cc1NC(=O)c1cccc(S(=O)(=O)N(C)c2ccccc2)c1	1.4	67.4	0.1	-44.5	72.2	.	0.6	17.2	22.3	2.5
Brc1ccc(C2=Nc3cccc4cccc(c34)N2)o1	1.7	82.1	2.6	-35.1	84.7	.	13.1	2.9	-6.7	-1.6
CC(C)(C)OC(=O)NCCCCCc1nnc(SCC(=O)Nc2cccc(Cl)c2)o1	0.8	83.2	-0.4	-27.9	83.2	.	-4.6	12.1	-11.3	-0.7
Cc1ccc(SCc2cc(=O)[nH]c(/N=C(\N)Nc3cccc4ccccc34)n2)cc1	3.4	79.3	-1.5	-47.6	83.0	.	2.2	3.0	8.7	.
Cc1ccc(C)n1/N=C1/NC(=O)CS1	1.0	96.7	-1.6	-29.0	94.2	-44.1	2.5	16.2	-3.5	-1.1
O=C(O)CSc1nc(SCc2ccccc2Cl)nc2c1CCCC2	1.8	79.8	-1.9	-26.5	91.9	.	-1.7	7.0	-16.1	-0.5
O=C(O)CCCCCN1C(=O)C2CCCCC2C1=O (stereo unspecified)	2.6	97.9	-0.8	-11.7	92.0	-17.3	-6.4	4.0	.	.
Cc1nn(CC(=O)N(C)C)c(=O)c2ccccc12	-0.2	100.4	0.2	-35.0	106.9	.	4.7	25.6	-5.5	-1.0
O=C(CCC(=O)N1CCN(S(=O)(=O)c2ccc(Cl)cc2)CC1)Nc1cccc(Br)c1	-2.0	90.2	-0.5	-20.6	88.7	-5.9	-5.2	2.6	-1.0	-1.8
Cc1ccc2c(CC(=O)O)coc2c1C	7.9	108.9	-0.8	24.3	97.5	7.2	12.4	7.7	-2.7	-0.1
O=c1[nH]c2ccc(Cl)cc2c(-c2ccccc2)c1N1CCOCC1	0.6	80.9	-3.5	-29.8	94.9	-8.7	0.2	22.4	-4.3	0.7
COc1cccc(C(=O)NNc2nc(C)cc(C)n2)c1	0.3	96.8	1.5	-9.3	103.0	1.3	4.3	4.2	-0.7	-5.0
Cc1ccc2cc(CN(C(=O)C3CCCO3)C3CCCCC3)c(=O)[nH]c2c1 (stereo unspecified)	-1.6	97.7	-0.4	3.8	98.7	-40.6	18.9	13.4	-4.7	-0.5
O=C(Nc1ccc(S(=O)(=O)N2CCOCC2)cc1)c1cccs1	-1.1	85.8	-3.6	6.2	88.3	12.1	12.1	8.9	-19.5	3.1
Clc1ccc(OCCn2ccnc2)c2ccccc12	4.3	77.1	-2.6	-5.0	73.6	16.7	5.6	4.2	-30.0	1.3
Cc1ccc(SCc2ccc(C(=O)Nc3cccnc3)cc2)cc1	1.3	89.3	-1.1	-47.8	90.3	.	2.2	9.7	0.7	-1.0
O=C(OCc1ccccn1)c1ccc(COc2ccccc2Cl)o1	5.2	106.9	0.5	-72.6	101.6	16.9	0.9	8.1	-15.6	-0.3
CCCCC1=NN(C(=O)c2cocc2C)C(O)(C(F)(F)F)C1 (stereo unspecified)	2.9	92.7	-0.8	-26.6	92.2	-18.4	-4.0	22.1	.	.
Fc1ccc(-c2nnc(CN3CCC(c4nc5ccccc5s4)CC3)o2)cc1	9.1	93.3	-1.1	-55.8	71.1	-31.6	4.4	6.7	0.5	-2.6
Cc1sc2ncnc(N3CCC(C)CC3)c2c1C	4.7	64.4	-1.7	-46.8	69.3	-11.3	2.2	1.5	.	.
Cc1ccc2cc(CN(Cc3ccco3)C(=S)NCC3CCCO3)c(=O)[nH]c2c1C (stereo unspecified)	0.2	72.2	2.6	-49.8	79.2	.	-1.9	11.5	2.1	-6.4
CCC(=O)NCCc1cc2ccc(C)c(C)c2[nH]c1=O	2.9	105.9	0.8	-4.0	107.2	-4.4	0.9	9.1	1.1	-0.4

Some of these compounds in order of SMILES length, highest first.
SMILES	NPY Y2 blocker	PTEN del growth	MRP-1 activ	BB579 growth dn	bCat KO growth	E-sel TNF inh	GALR2 blocker	Measles CPE	Yeast life ext	Phagocytosis inh
Cc1ccc2cc(CN(Cc3ccco3)C(=S)NCC3CCCO3)c(=O)[nH]c2c1C (stereo unspecified)	0.2	72.2	2.6	-49.8	79.2	.	-1.9	11.5	2.1	-6.4
Cc1ccc2cc(CN(C(=O)C3CCCO3)C3CCCCC3)c(=O)[nH]c2c1 (stereo unspecified)	-1.6	97.7	-0.4	3.8	98.7	-40.6	18.9	13.4	-4.7	-0.5
Fc1ccc(-c2nnc(CN3CCC(c4nc5ccccc5s4)CC3)o2)cc1	9.1	93.3	-1.1	-55.8	71.1	-31.6	4.4	6.7	0.5	-2.6
O=c1[nH]c2ccc(Cl)cc2c(-c2ccccc2)c1N1CCOCC1	0.6	80.9	-3.5	-29.8	94.9	-8.7	0.2	22.4	-4.3	0.7
O=C(Nc1ccc(S(=O)(=O)N2CCOCC2)cc1)c1cccs1	-1.1	85.8	-3.6	6.2	88.3	12.1	12.1	8.9	-19.5	3.1
Cc1ccc(SCc2ccc(C(=O)Nc3cccnc3)cc2)cc1	1.3	89.3	-1.1	-47.8	90.3	.	2.2	9.7	0.7	-1.0
COc1cccc(C(=O)NNc2nc(C)cc(C)n2)c1	0.3	96.8	1.5	-9.3	103.0	1.3	4.3	4.2	-0.7	-5.0
Cc1sc2ncnc(N3CCC(C)CC3)c2c1C	4.7	64.4	-1.7	-46.8	69.3	-11.3	2.2	1.5	.	.
